Screens deposited in PubChem BioAssay by several laboratories.
p-CIP stab down: compounds decreasing mouse p/CIP protein stability. Q05BA5. F442A p/CIP-EGFP cells, EGFP fluorescence, 16 h. decrease of EGFP signal, % at 10 µM. actives 0.01% (n = 290,000);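 active means EGFP signal decrease of at least 30% at 10 µM or well 3 SD below plate mean, unless failing retest; inactive means the rest, including hits failing retest or dose response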; further: some compounds called inactive have numbers as strong as hits; many of its hits are not listed in these tables
GalR3 antagonist: human GalR3 antagonism. O60755. HEK293 GalR3-CNG cAMP membrane potential fluorescence; galR3 body fused to GalR1 C-terminus. inhibition, % at 3 µM. actives 0.44% (n = 360,000). AID 651719;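 active means inhibition above the screen-wide average plus 3 SD, cut at about 13% in these data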;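 further: forskolin and galanin both at EC90 stimulate the cells; cAMP rise reported by CNG channel membrane potential dye signal; 0% = forskolin plus galanin with DMSO and 100% = forskolin alone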
PHOSPHO1 inh: blocks human PHOSPHO1 phosphatase activity; recombinant PHOSPHO1, absorbance phosphatase assay; inhibition, % at 13.3 µM; actives 1.1% (n = 290,000); AID 1565; in the data active means inhibition above about 60%
Target sequence (Q8TCT1 whole entry, looked up): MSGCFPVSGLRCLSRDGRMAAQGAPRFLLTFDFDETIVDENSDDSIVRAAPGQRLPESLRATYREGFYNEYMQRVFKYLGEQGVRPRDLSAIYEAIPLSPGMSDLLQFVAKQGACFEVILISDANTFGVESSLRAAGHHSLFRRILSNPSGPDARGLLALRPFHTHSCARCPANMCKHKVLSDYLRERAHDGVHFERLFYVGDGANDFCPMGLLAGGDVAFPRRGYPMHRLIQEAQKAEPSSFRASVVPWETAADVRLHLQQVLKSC
CRFBP-R2 agonist: agonists of human CRF-binding protein/CRF-R2 receptor complex; activation, % at 13.2 µM; actives 0.46% (n = 350,000); HEK293 CRF-R2/CRF-BP, calcium dye fluorescence (FLIPR); percent of saturating CRF peptide response; AID 588473;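 active means activation of at least 50%, plus an integration ratio under a set limit after plate pattern correction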;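 further: plate controls were neutral control wells without compound for no effect and CRF at EC100 for full effect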
CHRM4 PAM: positive allosteric modulators of human muscarinic M4 receptor. AID 624126. P08173. activation, % at 3 µM. actives 0.4% (n = 360,000). CHO-K1 hM4/Gqi5, Fluo-8 calcium fluorescence, ACh EC20; 0% = ACh EC20, 100% = maximal ACh;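 active means activation above its plate's cutoff, the mean activation of sample wells plus 3 SD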; further: some results filed as inactive read as strong as hits
CRFBP-R2 block: CRF-BP/CRF-R2 complex antagonism. inhibition, % at 11.8 µM. actives 0.59% (n = 350,000). AID 588475. HEK293 CRF-R2/CRF-BP, CRF-induced calcium fluorescence;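 active means inhibition of the ligand-induced calcium signal above about 50% at the single tested concentration, limit read from the data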
IDE inh: inhibits human insulin-degrading enzyme in HEK cells | inhibition, % at 5.59 µM | actives 0.41% (n = 320,000) | FAbetaB cleavage, fluorescence polarization | P14735 | AID 434962;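 active means percent inhibition above the average of all tested compounds plus 3 SD, set per screening campaign, cut at about 16% in these data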;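 further: IDE supplied by intact live HEK cells; FP after avidin binding of uncleaved biotin substrate so inhibition keeps polarization high; 0% = DMSO wells and 100% = 60 µM reference IDE inhibitor Ii1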
IDE cell activ: activators of human insulin-degrading enzyme in cells; P14735; HEK cells, FAbeta-B cleavage, fluorescence polarization; 0% vehicle, 100% cell-free pure enzyme wells; activation, % at 5.96 µM; actives 0.073% (n = 340,000); AID 493087;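 active means activation above the mean of all tested compounds plus 3 SD, set per screening campaign, cut at about 17% in these data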
MEKK3 PB1 HTS: MEKK3-MEK5 PB1 interaction, increase or decrease. Q99759. bead-based flow cytometry, Alexa488-MEK5 binding to MEKK3; actives lie on both sides; 0 = blocked by unlabeled MEK5, 100 = vehicle. binding response (% of control), % at 10 µM. actives 1.4% (n = 290,000). AID 1529;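 active means binding response more than 3 SD above or below the average of its plate-row segment, actives on both sides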;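 further: Alexa488 bead fluorescence after subtracting the streptavidin-only scavenger bead signal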
Target sequence (Q99759 whole entry, looked up): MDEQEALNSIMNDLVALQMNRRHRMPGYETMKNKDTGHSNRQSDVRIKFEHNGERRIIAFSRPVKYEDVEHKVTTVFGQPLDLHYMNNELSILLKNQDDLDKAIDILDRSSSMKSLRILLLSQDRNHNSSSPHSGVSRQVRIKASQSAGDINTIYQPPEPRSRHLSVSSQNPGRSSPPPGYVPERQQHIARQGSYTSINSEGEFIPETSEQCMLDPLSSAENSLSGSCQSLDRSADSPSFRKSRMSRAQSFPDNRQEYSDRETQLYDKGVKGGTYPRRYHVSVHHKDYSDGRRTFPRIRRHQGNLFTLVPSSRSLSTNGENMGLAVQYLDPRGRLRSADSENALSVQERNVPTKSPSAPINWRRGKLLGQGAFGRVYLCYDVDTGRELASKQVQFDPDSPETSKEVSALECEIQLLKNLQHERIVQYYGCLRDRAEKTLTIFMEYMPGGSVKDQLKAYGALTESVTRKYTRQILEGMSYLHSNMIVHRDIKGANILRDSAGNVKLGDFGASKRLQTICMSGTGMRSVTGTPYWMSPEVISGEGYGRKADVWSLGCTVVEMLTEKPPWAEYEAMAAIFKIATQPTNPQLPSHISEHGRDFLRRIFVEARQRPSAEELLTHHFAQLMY
An asterisk follows results filed as active; . = not tested or not shown.

Sequence of screens – p-CIP stab down, GalR3 antagonist, PHOSPHO1 inh, CRFBP-R2 agonist, CHRM4 PAM, CRFBP-R2 block, IDE inh, IDE cell activ, MEKK3 PB1 HTS
COC(=O)[C@]1(C)N[C@H](CN(C)S(=O)(=O)c2ccc(C)cc2)[C@@H]2C(=O)N(Cc3ccccc3)C(=O)[C@@H]21
 : ., -4.5, ., -8.8, -4.2, 13.3, 10.2, -0.2, .
COc1ccc(Br)cc1CN1CCN(C(=O)c2ccc(F)cc2)CC1
 : -9.3, -5.1, -9.1, -0.5, -5.7, 17.0, 5.2, 2.0, 106.0
COc1ccccc1CNC(=O)CCC(=O)N1CCOc2ccc(C)cc21
 : 5.7, ., 12.3, -0.2, -3.8, 6.2, 2.7, 6.5, 103.0
O=C(Cc1cccs1)N1CCN(S(=O)(=O)c2ccc(F)c(F)c2)CC1
 : ., -3.4, ., -0.3, 1.2, -3.7, 8.4, 0.1, .
CC(C)C[C@H](NC(=O)c1[nH]cnc1C(=O)Nc1ccccc1F)C(=O)OC(C)(C)C
 : ., -5.1, ., 5.9, 6.3, 7.5, ., ., .
Cc1nn(C)c(C)c1NC(=O)c1ccc(Br)o1
 : -6.1, -2.5, -23.2, -0.9, -3.7, 2.8, -2.4, 10.4, 107.0
COc1cc(C(=O)Nc2ccncc2)c([N+](=O)[O-])cc1OC
 : 1.1, -2.6, 6.3, 0.7, 1.7, -3.5, -4.8, 0.2, 82.0
COc1ccc(S(=O)(=O)N2CCCC(C(=O)NCC3CCCO3)C2)cc1OC (centres undefined)
 : -7.6, -6.1, -1.8, 2.9, 6.2, -6.9, -0.4, -0.6, 106.0
O=C(Cc1ccc(Br)cc1)Nc1cccc(-c2cn3c(n2)SCC3)c1
 : -1.9, 5.9, -47.4, 0.1, -4.4, 2.8, -0.4, 8.7, 94.0
O=C(Nc1cccc(C(=O)N2CCCC2)c1)C1CCCCC1
 : ., 6.1, ., 0.2, 1.0, 13.0, ., 2.8, .
CC(NC(=O)c1cc([N+](=O)[O-])cc([N+](=O)[O-])c1)C1CC2CCC1C2 (centres undefined)
 : -6.1, -0.2, 31.0, -0.3, 12.9, -6.6, -2.3, 4.6, 102.0
O=c1c2ccccc2sn1-c1cc(S(=O)(=O)N2CCOCC2)ccc1N1CCCC1
 : -4.6, -2.2, 40.8, 21.3, 1.6, -20.4, 51.3*, -36.0, 75.0
CCSc1nc(O)c(C(c2cccc(OC)c2)c2c(O)nc(SCC)[nH]c2=O)c(=O)[nH]1
 : -4.0, -4.8, 49.6, 1.5, -2.5, 21.8, 7.9, -2.5, 117.0
O=C(c1ccc(-c2ccc(Cl)cc2)o1)N1CCN(S(=O)(=O)c2cccs2)CC1
 : ., -6.2, ., -0.2, -4.2, 11.1, -1.3, 4.8, .
Cc1cnc(NC(=O)C2CC(=O)N(c3ccc4c(c3)OCCO4)C2)s1 (centres undefined)
 : ., -4.4, ., 3.5, 2.8, -6.9, 0.3, 3.8, .
Cc1ccc(S(=O)(=O)N2CCN(C(=O)c3nn(C(C)C)c(=O)c4ccccc34)CC2)cc1C
 : 12.4, 3.8, 1.0, -0.9, -5.0, -9.9, -4.0, 1.5, 100.0
Cc1ccc(N2C(=O)C(c3c(C)[nH]n(-c4ccccc4)c3=O)(C(F)(F)F)C3=C2CC(C)(C)CC3=O)cc1 (centres undefined)
 : -12.8, -0.5, 4.8, 18.4, 10.7, -18.6, 0.7, 6.5, 102.0
COc1cc(OC)c(C2C(C#N)=C(N)OC3=C2C(=O)CC(C)C3)cc1OC (centres undefined)
 : 1.3, -6.2, 2.6, 0.0, -5.0, -7.2, 1.7, 3.2, 99.0
COc1ccc(S(=O)(=O)Oc2ccc(C(=S)N3CCOCC3)cc2OC)cc1
 : -8.7, 1.8, 36.0, 5.1, -7.3, -6.4, -3.9, 4.7, 102.0
CN(CC(=O)Nc1ccc(Cl)c(Cl)c1)CC(=O)Nc1ccc2c(c1)OCO2
 : ., -2.0, ., 0.7, 6.2, -0.1, 1.8, 0.6, .

As entered above.
Entry of CN(CC(=O)Nc1ccc(Cl)c(Cl)c1)CC(=O)Nc1ccc2c(c1)OCO2 in GalR3 antagonist: -2.0
Entry of Cc1ccc(S(=O)(=O)N2CCN(C(=O)c3nn(C(C)C)c(=O)c4ccccc34)CC2)cc1C in IDE cell activ: 1.5
Entry of Cc1cnc(NC(=O)C2CC(=O)N(c3ccc4c(c3)OCCO4)C2)s1 (centres undefined) in CRFBP-R2 agonist: 3.5

Following part:
Sequence of screens – p-CIP stab down, GalR3 antagonist, PHOSPHO1 inh, CRFBP-R2 agonist, CHRM4 PAM, CRFBP-R2 block, IDE inh, IDE cell activ, MEKK3 PB1 HTS
O=C(c1ccc2c(=O)n3c(nc2c1)CCCCC3)N1CCN(c2ccc(Cl)cc2)CC1
 : -2.2, ., 38.6, -2.3, 6.8, -61.8, 2.4, -15.3, 104.0
COc1ccc(S(=O)(=O)N(CC(=O)NC2CCCCC2)c2ccc(F)cc2)cc1
 : 2.0, -2.9, 38.1, -1.7, -0.4, 11.4, -3.2, 3.0, 98.0
Cc1ccc(-c2noc(=O)n2CC(=O)Nc2ccc(S(=O)(=O)NC3CC3)cc2)cc1
 : -0.7, -8.2, -4.9, 25.7, -10.2, -42.4, -0.6, 4.4, 98.0
Cc1cc(=O)oc2cc(OCC(=O)Nc3ccccc3C(N)=O)c(Cl)cc12
 : 5.9, -4.8, 39.9, 3.2, 4.7, 8.3, 6.4, -5.6, 100.0
CC(C)(C)NC(=O)C1CCN(C(=O)c2ccc(-c3ccccc3)cc2)CC1
 : 2.9, -4.0, -35.8, -2.1, 2.8, 10.4, 3.5, -7.2, 93.0
CCOCCCNC(=O)Cn1ncc2c(=O)oc3ccccc3c21
 : -4.3, ., -6.2, -1.1, 1.8, 5.8, -2.5, 0.5, 111.0
C=CCN1C(=O)c2ccc(C(=O)N3CCN(S(=O)(=O)c4cccc(Cl)c4)CC3)cc2C1=O
 : 5.2, -1.0, 38.1, -0.7, 3.2, 13.1, -2.0, -2.2, 104.0
Cc1cc(C(F)(F)F)c2c(N)c(C(=O)NC3CC3)sc2n1
 : 13.1, -0.9, 4.6, -1.7, 8.1, 7.5, 7.9, -1.6, 100.0
CCOP(=O)(OCC)C(NC(C)=O)C(=O)c1ccccc1 (centres undefined)
 : -2.5, -4.9, 21.4, 0.6, -2.9, -15.5, -1.2, 9.8, .
Cc1ccc(C)c(S(=O)(=O)N2CCN(Cc3cc4c(cc3O)OCO4)CC2)c1
 : ., -5.2, ., -0.8, 4.9, -12.0, 0.7, -0.8, .

Shown with the structure last: entries from further up.
p-CIP stab down,GalR3 antagonist,PHOSPHO1 inh,CRFBP-R2 agonist,CHRM4 PAM,CRFBP-R2 block,IDE inh,IDE cell activ,MEKK3 PB1 HTS,Compound
13.1,-0.9,4.6,-1.7,8.1,7.5,7.9,-1.6,100.0,Cc1cc(C(F)(F)F)c2c(N)c(C(=O)NC3CC3)sc2n1
-2.5,-4.9,21.4,0.6,-2.9,-15.5,-1.2,9.8,.,CCOP(=O)(OCC)C(NC(C)=O)C(=O)c1ccccc1 (centres undefined)

More results
Sequence of screens – p-CIP stab down, GalR3 antagonist, PHOSPHO1 inh, CRFBP-R2 agonist, CHRM4 PAM, CRFBP-R2 block, IDE inh, IDE cell activ, MEKK3 PB1 HTS
O=C(O)c1ccccc1C(=O)N1CCN(S(=O)(=O)c2cccc(C(F)(F)F)c2)CC1
 : ., -7.0, ., -1.1, 7.5, -0.2, 2.4, 2.4, .
O=C(Nc1ccccc1C(=O)NCC1CCCO1)c1ccccc1F (centres undefined)
 : -0.9, -0.5, 36.6, -1.7, 6.7, 12.0, -1.9, 4.0, 102.0
COc1ccc(C(=O)C2CCCN(C(=O)c3cccnc3OC)C2)cc1F (centres undefined)
 : -3.0, 10.9, 47.1, -2.3, -0.1, 22.7, -3.7, 1.0, 99.0
O=C1C=C(c2ccc3[nH]ccc3c2)C[C@@H](c2ccc(F)cc2)C1
 : ., -6.2, ., -0.5, 2.3, -11.4, 4.7, -1.4, .
O=C(CSc1nnc(-c2ccncc2)s1)Nc1ccc(Cl)c(C(=O)O)c1
 : 3.2, -7.9, 4.0, 0.2, 2.9, -1.5, 2.5, 6.6, 103.0
NN1C(=O)c2cccc3c(C(=O)O)ccc(c23)C1=O
 : 1.1, 6.1, 0.6, -2.8, 9.2, 28.0, -0.9, -0.8, 99.0
COCCCN(C(=O)c1ccccc1)c1nc(-c2ccc(OC)cc2)cs1
 : 3.3, 4.6, -46.6, 0.2, -4.0, -3.3, ., 4.5, 105.0
CN1c2ccccc2N(C)C1(C)c1ccccc1
 : -5.5, -4.4, 10.7, 14.0, 1.3, -2.3, 7.7, -0.9, 104.0
Cc1ccnc(NC(=O)CCC(=O)N(CC(=O)NCCc2ccccc2)c2ccc(F)cc2)c1
 : -2.4, 5.0, 23.7, -1.0, -0.7, -4.5, 3.1, 2.6, 102.0
Cc1[nH]n2c(=O)c3c(nc2c1-c1ccccc1)CCC3
 : -7.7, 0.1, -2.4, -0.1, 8.4, 4.7, 4.2, 5.5, 98.0
Cc1onc(-c2ccccc2)c1C(=O)N1CCCCCC1
 : -0.2, -0.1, 9.0, 1.0, 1.9, -0.3, -1.8, 6.5, 101.0
Cc1c(N)cccc1[N+](=O)[O-]
 : ., -1.0, ., -1.7, 2.9, 1.3, 4.4, 4.4, .
CCCCCN(C(=O)CCC(=O)OCC(=O)N1CCCCC1CC)c1c(N)n(CCCC)c(=O)[nH]c1=O (centres undefined)
 : ., -4.4, ., -0.5, 9.1, -0.9, ., 0.8, .
CCOc1ccc(N(CC(=O)N/N=C(\C)c2cccc(NC(C)=O)c2)S(=O)(=O)c2ccccc2)cc1
 : 0.9, -12.4, 24.2, 0.7, -3.9, 26.3, -5.3, 3.0, 106.0
Cc1ccc(NC(=O)Cn2ccc([N+](=O)[O-])n2)cc1Cl
 : -2.2, -1.5, 20.0, -0.7, 9.1, -2.4, -2.0, 1.5, 113.0
O=C(c1ccccc1)N1CCCC(c2ccc(Cl)cc2)=N1
 : 9.3, -0.8, 6.6, -0.5, 1.2, -11.8, 0.7, -2.8, 104.0
COc1ccc(Cc2noc(-c3ccc([N+](=O)[O-])cc3)n2)cc1OC
 : -9.3, 3.9, 20.0, -0.6, 20.8, 7.5, 1.4, -3.5, 105.0
COc1ccc(C)cc1S(=O)(=O)N1CCN(S(=O)(=O)c2cc(C)ccc2OC)C(C)C1 (centres undefined)
 : -3.1, -2.8, 7.0, 5.0, -5.3, 16.1, 2.8, 7.4, 87.0
CCC(C)(C)n1nnnc1C(c1ccccn1)N1CCOCC1 (centres undefined)
 : -17.3, -3.7, 13.3, -2.1, 3.2, 17.2, 1.3, 0.8, 105.0
CCCc1ccc2oc(C(=O)N3CCC(N4CCCC(O)C4)CC3)c(C)c2c1 (centres undefined)
 : -10.8, -5.4, 58.3, -1.5, 3.0, -4.9, 5.5, -3.4, 105.0
COc1ccc(OC)c(S(=O)(=O)N2CCC(C(=O)NC3CCCCCC3)CC2)c1
 : 1.1, -9.0, 49.2, -1.5, 2.3, -9.9, 0.7, -0.2, 87.0
